IMP-1 inh – IMP-1 metallo-beta-lactamase inhibitors, primary screen, biochemical, epi-absorbance readout, Pseudomonas aeruginosa enzyme | metallo-beta-lactamase IMP-1 (Pseudomonas aeruginosa) | purified IMP-1, nitrocefin hydrolysis, epi-absorbance fluorescence | inhibition, % at 5.6 µM | hit rate 0.45% among 290,000 | AID 1556, 2009;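 active = inhibition above the mean plus 3 SD of all compounds in the same screening run, cut at about 4.5% in these data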;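 also: 0% = IMP-1 with DMSO and 100% = DMSO wells lacking enzyme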
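System – purified recombinant IMP-1 beta-lactamase · Input – IMP-1 dispensed at 0.2 nM · Timing – 15 min preincubation plus 25 min reaction at 25 °C · Signal – Epi-absorbance fluorescence, 480 nm excitation, 530 nm emission · Measure – percent IMP-1 inhibition derived from blank-referenced optical density · Controls – Enzyme-plus-DMSO low control, enzyme-free DMSO high control · Replication – singlicate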
VIM-2 inhibitor – VIM-2 metallo-beta-lactamase inhibitors, primary screen, biochemical, epi-absorbance readout, Pseudomonas aeruginosa enzyme; hit rate 0.89% among 290,000; purified VIM-2, nitrocefin hydrolysis, epi-absorbance fluorescence; AID 1527, 2009; inhibition, % at 5.6 µM;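 active = inhibition above the mean of all tested compounds plus 3 SD, cutoff set per screening run, cut at about 7.5% in these data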;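 also: red hydrolysis product quenches plate fluorescence so inhibitors raise well fluorescence; 0% = enzyme with DMSO and 100% = DMSO without enzyme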
GalR3 antagonist – GalR3 antagonists in HEK293 cells, primary screen, cell-based, fluorescence readout | Galanin receptor type 3 (Homo sapiens), O60755 | HEK293 GalR3-CNG cAMP membrane potential fluorescence; galR3 body fused to GalR1 C-terminus | inhibition, % at 3 µM | hit rate 0.44% among 360,000 | AID 651719, 2012;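 active = inhibition above the screen-wide average plus 3 SD, cut at about 13% in these data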;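 also: forskolin and galanin both at EC90 stimulate the cells; cAMP rise reported by CNG channel membrane potential dye signal; 0% = forskolin plus galanin with DMSO and 100% = forskolin alone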
Target sequence (O60755 1-299 limits assumed): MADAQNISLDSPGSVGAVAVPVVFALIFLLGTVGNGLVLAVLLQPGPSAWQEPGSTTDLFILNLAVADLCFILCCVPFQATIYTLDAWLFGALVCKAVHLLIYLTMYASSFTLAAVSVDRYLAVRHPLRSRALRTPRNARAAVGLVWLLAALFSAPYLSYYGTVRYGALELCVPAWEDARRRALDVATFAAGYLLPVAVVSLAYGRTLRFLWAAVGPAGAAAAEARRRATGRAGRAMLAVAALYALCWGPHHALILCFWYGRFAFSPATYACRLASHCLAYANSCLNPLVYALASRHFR
FID counter – compounds displacing fluorescent DNA intercalator, primary screen, artefact control for HCV NS3 helicase inhibitor project, biochemical, FID fluorescence; DNA fluorescent intercalator displacement; inhibition, % at 7.9 µM; hit rate 0.17% among 290,000; in the data active = inhibition above about 37%;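 also: 0% = vehicle and 100% = reference compound; higher means more ethidium bromide displaced from hairpin DNA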
OXTR ag – human OXTR agonists, primary screen, fluorescence, CHO-OTR cells, Fluo-8 calcium. AID 2435, 2010. Oxytocin receptor (Homo sapiens), P30559. hit rate 0.32% among 320,000. activation, % at 3 µM. Fluo-8 calcium fluorescence; normalized: DMSO 0%, oxytocin 100%;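 active = activation above the mean of all tested compounds plus 3 SD, cutoff set per screening run, cut at about 20% in these data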;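 also: peak over basal fluorescence ratio from a 100 s FLIPR kinetic read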
Target sequence (P30559 whole entry, looked up): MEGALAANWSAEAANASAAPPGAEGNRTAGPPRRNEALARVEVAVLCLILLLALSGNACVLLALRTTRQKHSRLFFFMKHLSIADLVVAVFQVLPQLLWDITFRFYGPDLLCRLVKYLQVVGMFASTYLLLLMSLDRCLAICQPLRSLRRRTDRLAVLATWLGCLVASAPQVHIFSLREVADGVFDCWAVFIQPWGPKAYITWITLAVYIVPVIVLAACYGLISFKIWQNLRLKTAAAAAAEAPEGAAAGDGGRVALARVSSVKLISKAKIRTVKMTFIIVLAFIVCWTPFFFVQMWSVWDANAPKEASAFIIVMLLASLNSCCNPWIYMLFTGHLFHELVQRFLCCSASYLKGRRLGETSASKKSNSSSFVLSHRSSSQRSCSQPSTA
HCV NS3 hel inh – inhibitors of HCV NS3 helicase, primary screen, biochemical, Cy5 molecular beacon fluorescence; hit rate 0.56% among 290,000; NS3 helicase DNA unwinding; inhibition, % at 10.9 µM; Hepatitis C virus NS3 helicase;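 active = inhibition above the mean of all tested compounds plus 3 SD, set per campaign, cut at about 35% in these data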;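 also: 0% = DMSO wells and 100% = thioflavine S control wells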
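System: Hepatitis C virus NS3 helicase domain fragment enzyme | Reagent: Annealed dual-labelled DNA beacon duplex, ATP-started | Compound dosing: 10.9 µM single point, 0.8% DMSO | Incubation: 1 h reaction at 25 °C, ATP-initiated | Technique: Cy5 fluorescence | Evaluation: Percent inhibition from t60/t0 fluorescence ratio | Benchmarks: Low DMSO, high thioflavine S at 110 µM | Replication: Singlicate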
V1R ag counter – agonists of human V1a receptor, primary screen, counter-screen for OXTR agonist project, fluorescence, CHO-V1R cells; activation, % at 3 µM; Fluo-8 calcium fluorescence, agonist mode; 0% DMSO, 100% 3 nM vasopressin; Vasopressin V1a receptor (Homo sapiens), P37288; AID 2797, 2010; hit rate 0.25% among 320,000;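 active = activation above the mean activation of all tested compounds plus 3 SD, per screening run, cut at about 20% in these data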;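 also: signal is peak over basal fluorescence ratio across a 100 second FLIPR read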
GPR7 antagonist – GPR7 receptor antagonists, primary screen, cell-based, fluorescence, single concentration | hit rate 1.1% among 290,000 | AID 1861, 2009 | inhibition, % at 4.4 µM | GPR7-expressing cells, fluorescence antagonist assay | Neuropeptides B/W receptor type 1 (Homo sapiens), P48145; in the data active = inhibition above about 16%, passing the limit was not always enough;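 also: cells stimulated with the agonist NPW; 0% = agonist with vehicle and 100% = vehicle without agonist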
Target sequence (P48145 whole entry, looked up): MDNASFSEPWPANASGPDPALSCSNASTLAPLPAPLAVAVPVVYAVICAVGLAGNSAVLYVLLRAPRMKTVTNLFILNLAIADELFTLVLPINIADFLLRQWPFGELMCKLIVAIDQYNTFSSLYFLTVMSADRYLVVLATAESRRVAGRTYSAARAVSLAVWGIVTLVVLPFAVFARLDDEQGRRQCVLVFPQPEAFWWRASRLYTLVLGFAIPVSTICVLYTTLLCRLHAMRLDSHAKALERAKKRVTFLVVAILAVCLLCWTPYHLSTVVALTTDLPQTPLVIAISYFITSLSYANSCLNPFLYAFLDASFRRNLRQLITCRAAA
PHOSPHO1 block – PubChem AID 1565; hit rate 1.1% among 290,000; recombinant PHOSPHO1, absorbance phosphatase assay; inhibition, % at 13.3 µM; Phosphoethanolamine/phosphocholine phosphatase (Homo sapiens), Q8TCT1; in the data active = inhibition above about 60%
Active calls of the source: *.

`CC1CC(C)CN(S(=O)(=O)c2ccc(C(=O)Nc3nnc(C4CC4)o3)cc2)C1` (stereo unspecified) gave IMP-1 inh -4.1, VIM-2 inhibitor -8.6, GalR3 antagonist -2, FID counter -62, OXTR ag -0.8, HCV NS3 hel inh 27, V1R ag counter -0.5, GPR7 antagonist -16 and PHOSPHO1 block 9.
COCCNS(=O)(=O)c1ccc(-c2ccc(C)cc2)cc1 was read as IMP-1 inh -4.4, VIM-2 inhibitor -2.2, GalR3 antagonist -8, FID counter -13, OXTR ag 6.0, HCV NS3 hel inh 2, V1R ag counter 5.2, GPR7 antagonist -1 and PHOSPHO1 block -29.
Screening O=C(NCc1cccnc1)c1noc2c1CCCCC2 returned IMP-1 inh 0.1, VIM-2 inhibitor 2.9, FID counter -1, OXTR ag 0.1, HCV NS3 hel inh 0, V1R ag counter 1.9, GPR7 antagonist -7 and PHOSPHO1 block 2.
For Cc1ccc(C(=O)N(NC2=NS(=O)(=O)c3ccccc32)S(=O)(=O)c2ccc(C)cc2)cc1 the results were IMP-1 inh -2.4, VIM-2 inhibitor -4.1, GalR3 antagonist 2, FID counter -33, OXTR ag 0.1, HCV NS3 hel inh 15, V1R ag counter 0.9, GPR7 antagonist 9 and PHOSPHO1 block 34.
Screening Cc1ccc(C(O)c2nc3ccccc3n2C(C)C)cc1 (stereo unspecified) returned IMP-1 inh -5.1, VIM-2 inhibitor -1.5, GalR3 antagonist -2, FID counter -20, OXTR ag 0.5, HCV NS3 hel inh 0, V1R ag counter 5.9, GPR7 antagonist 3 and PHOSPHO1 block -14.
Screening Cc1cccc(C(CC(=O)N2CCCCC2)c2ccccc2)c1O (stereo unspecified) returned IMP-1 inh -2.2, VIM-2 inhibitor -0.6, GalR3 antagonist -9, FID counter -35, OXTR ag -1.7, HCV NS3 hel inh -6, V1R ag counter -1.5, GPR7 antagonist -16 and PHOSPHO1 block 49.
Screening CCCCNC(=O)CSc1nc2ccccc2c(=O)n1CCNC(C)=O returned IMP-1 inh -1.8, VIM-2 inhibitor 0.3, GalR3 antagonist -2, FID counter 4, OXTR ag 1.4, HCV NS3 hel inh 3, V1R ag counter 0.1, GPR7 antagonist -5 and PHOSPHO1 block 54.
Screening CCN(CC)c1nc(-c2ccccc2)ncc1S(=O)(=O)c1ccc(C)cc1 returned IMP-1 inh -2.7, VIM-2 inhibitor -4.5, GalR3 antagonist -3, FID counter -7, OXTR ag 0.2, HCV NS3 hel inh -12, V1R ag counter -0.6, GPR7 antagonist -20 and PHOSPHO1 block 39.
For O=C(Nc1ccc(F)cc1F)c1cccnc1 the results were IMP-1 inh -2.5, VIM-2 inhibitor -0.2, GalR3 antagonist -1, FID counter -26, OXTR ag 0.2, HCV NS3 hel inh -5, V1R ag counter 0.6, GPR7 antagonist -5 and PHOSPHO1 block -21.
Screening C/C(=N/N1CCN(c2ccccn2)CC1)c1ccc([N+](=O)[O-])cc1 returned IMP-1 inh 0.3, VIM-2 inhibitor 0.4, GalR3 antagonist -5, FID counter -4, OXTR ag -1.1, HCV NS3 hel inh -10, V1R ag counter -0.5, GPR7 antagonist 4 and PHOSPHO1 block 2.
For CCOc1ccccc1CNS(=O)(=O)c1cc(-c2cc(C)no2)ccc1OC the results were IMP-1 inh -2.4, VIM-2 inhibitor -0.7, GalR3 antagonist 0, FID counter -29, OXTR ag -0.5, HCV NS3 hel inh -13, V1R ag counter 0.0, GPR7 antagonist -17 and PHOSPHO1 block 27.
c1ccc(-c2ncc3c(ccc4ccccc43)n2)cc1 was read as IMP-1 inh -1.9, VIM-2 inhibitor -2.7, GalR3 antagonist -11, FID counter 0, OXTR ag 1.2, HCV NS3 hel inh -21, V1R ag counter 0.5, GPR7 antagonist -2 and PHOSPHO1 block -2.
Screening COc1ccc(CCNC(=O)CCCn2c(SCC#N)nc3ccccc3c2=O)cc1OC returned IMP-1 inh -1.4, VIM-2 inhibitor -1.6, GalR3 antagonist -3, FID counter 3, OXTR ag -0.8, HCV NS3 hel inh -1, V1R ag counter 0.4, GPR7 antagonist -14 and PHOSPHO1 block 5.
`Cc1cc(NC(=O)CN2CCN(c3ncccn3)CC2)no1` gave IMP-1 inh -1.7, VIM-2 inhibitor -2.5, GalR3 antagonist -6, FID counter 4, OXTR ag 0.7, HCV NS3 hel inh -2, V1R ag counter 0.0, GPR7 antagonist 0 and PHOSPHO1 block 6.
COc1ccc(N2CCN(CC(O)COc3ccc(F)cc3)CC2)cc1 (stereo unspecified) was read as IMP-1 inh -3.9, VIM-2 inhibitor -5.7, GalR3 antagonist -9, FID counter 12, OXTR ag 5.0, HCV NS3 hel inh -10, V1R ag counter 1.3, GPR7 antagonist -4 and PHOSPHO1 block 28.
`Cc1ccc(C(=O)NC2CC(C)(C)NC(C)(C)C2)c(C)c1` gave IMP-1 inh -3.7, VIM-2 inhibitor -4.4, GalR3 antagonist -2, FID counter 9, OXTR ag -0.2, HCV NS3 hel inh 5, V1R ag counter 0.8, GPR7 antagonist -9 and PHOSPHO1 block 16.
Screening CCn1cc(C(=O)Nc2ccc(-n3cnnn3)c(OC)c2)c(=O)c2ccc(C)nc21 returned IMP-1 inh -4.2, VIM-2 inhibitor -1.9, FID counter -2, HCV NS3 hel inh -1, GPR7 antagonist 8 and PHOSPHO1 block -4.
`Cc1cc(/C=c2/sc3nc4ccccc4n3c2=O)c(C)n1-c1ccccn1` gave IMP-1 inh -4.5, VIM-2 inhibitor -0.1, GalR3 antagonist -6, FID counter -17, OXTR ag 0.1, HCV NS3 hel inh 3, V1R ag counter 0.2, GPR7 antagonist 8 and PHOSPHO1 block 75*.
O=C(CSc1ccc(-c2ccco2)nn1)NC1CCCCC1 was read as IMP-1 inh -2.0, VIM-2 inhibitor -0.2, GalR3 antagonist -1, FID counter -13, OXTR ag -1.8, HCV NS3 hel inh -1, V1R ag counter -0.4, GPR7 antagonist -9 and PHOSPHO1 block 38.
Screening CCOc1ccc(OCC)c(-c2c(=O)n(OCc3ccccc3C(=O)OC)c3ccccc3[n+]2[O-])c1 returned IMP-1 inh -1.9, VIM-2 inhibitor 0.4, GalR3 antagonist -6, FID counter -19, OXTR ag -1.3, HCV NS3 hel inh 2, V1R ag counter 0.2, GPR7 antagonist -6 and PHOSPHO1 block 9.
Screening COc1ccc(NS(=O)(=O)c2cccc(C(=O)NCC(c3ccc(OC)cc3)N3CCOCC3)c2)cc1 (stereo unspecified) returned IMP-1 inh -3.9, VIM-2 inhibitor -1.8, GalR3 antagonist -4, FID counter -14, OXTR ag 1.0, HCV NS3 hel inh -15, V1R ag counter 2.5, GPR7 antagonist 13 and PHOSPHO1 block 48.
COc1cc(/C=N/Nc2ccc(C(=O)O)cc2)cc(OC)c1OC was read as IMP-1 inh -3.1, VIM-2 inhibitor -1.5, GalR3 antagonist -4, FID counter -13, OXTR ag 0.1, HCV NS3 hel inh 0, V1R ag counter 0.5, GPR7 antagonist -18 and PHOSPHO1 block 24.
For O=C(CNC(=O)c1cc2ccccc2o1)NCc1cccs1 the results were IMP-1 inh -4.8, VIM-2 inhibitor -1.4, GalR3 antagonist 1, FID counter -4, OXTR ag 0.5, HCV NS3 hel inh 5, V1R ag counter -0.3, GPR7 antagonist 10 and PHOSPHO1 block -17.
`COc1ccc(C(C(=O)NCC2CCCO2)N(C(=O)CNC(=O)c2ccco2)c2cc(C)cc(C)c2)cc1OC` (stereo unspecified) gave IMP-1 inh -2.4, VIM-2 inhibitor -2.6, GalR3 antagonist -10, FID counter -46, OXTR ag -0.1, HCV NS3 hel inh 5, V1R ag counter 1.4, GPR7 antagonist -3 and PHOSPHO1 block 40.
`CCN(CC(=O)Nc1c(F)cccc1F)C(=O)c1ccc(=O)[nH]c1` gave IMP-1 inh -2.4, VIM-2 inhibitor -4.1, GalR3 antagonist -1, FID counter -3, HCV NS3 hel inh -5, GPR7 antagonist -10 and PHOSPHO1 block 15.
COc1ccc(C(=O)N2CCC(n3c(C)nc4cc(F)ccc43)CC2)cc1OC was read as IMP-1 inh -2.0, VIM-2 inhibitor -3.7, GalR3 antagonist -3, FID counter -21, OXTR ag 0.4, HCV NS3 hel inh 1, V1R ag counter 0.5, GPR7 antagonist -19 and PHOSPHO1 block -8.
For CCOc1ccc(N(CC(=O)N2CCN(C(=O)CN(c3ccc(OCC)cc3)S(C)(=O)=O)CC2)S(C)(=O)=O)cc1 the results were IMP-1 inh -2.9, VIM-2 inhibitor -1.1, GalR3 antagonist -10, FID counter -56, OXTR ag -2.4, HCV NS3 hel inh -2, V1R ag counter 0.1, GPR7 antagonist -11 and PHOSPHO1 block 25.
For C1CCCC(N2CCNCC2)CC1 the results were IMP-1 inh -1.9, VIM-2 inhibitor -1.4, GalR3 antagonist -1, FID counter 1, OXTR ag 0.8, HCV NS3 hel inh 3, V1R ag counter 1.6, GPR7 antagonist -9 and PHOSPHO1 block -1.
Screening CCCn1c(SCC(=O)Nc2nc3c(s2)CCCC3)nc2c1c(=O)n(C)c(=O)n2C returned IMP-1 inh -2.2, VIM-2 inhibitor 0.1, GalR3 antagonist 0, FID counter 1, OXTR ag 0.3, HCV NS3 hel inh 2, V1R ag counter 0.6, GPR7 antagonist -1 and PHOSPHO1 block -5.

Ordered by length of the SMILES (largest number first): 3 of the compounds above
`COc1ccc(C(C(=O)NCC2CCCO2)N(C(=O)CNC(=O)c2ccco2)c2cc(C)cc(C)c2)cc1OC` (stereo unspecified) gave IMP-1 inh -2.4, VIM-2 inhibitor -2.6, GalR3 antagonist -10, FID counter -46, OXTR ag -0.1, HCV NS3 hel inh 5, V1R ag counter 1.4, GPR7 antagonist -3 and PHOSPHO1 block 40.
COc1cc(/C=N/Nc2ccc(C(=O)O)cc2)cc(OC)c1OC was read as IMP-1 inh -3.1, VIM-2 inhibitor -1.5, GalR3 antagonist -4, FID counter -13, OXTR ag 0.1, HCV NS3 hel inh 0, V1R ag counter 0.5, GPR7 antagonist -18 and PHOSPHO1 block 24.
For C1CCCC(N2CCNCC2)CC1 the results were IMP-1 inh -1.9, VIM-2 inhibitor -1.4, GalR3 antagonist -1, FID counter 1, OXTR ag 0.8, HCV NS3 hel inh 3, V1R ag counter 1.6, GPR7 antagonist -9 and PHOSPHO1 block -1.

Source: PubChem BioAssay
